High-throughput results (PubChem)
UCHL1 inh = human UCHL1 deubiquitinase inhibition; P09936; purified UCHL1, Ub-rhodamine cleavage fluorescence; inhibition, % at 20 µM; actives 0.2% (n = 47,000); AID 1645859
Target sequence (P09936 whole entry, looked up): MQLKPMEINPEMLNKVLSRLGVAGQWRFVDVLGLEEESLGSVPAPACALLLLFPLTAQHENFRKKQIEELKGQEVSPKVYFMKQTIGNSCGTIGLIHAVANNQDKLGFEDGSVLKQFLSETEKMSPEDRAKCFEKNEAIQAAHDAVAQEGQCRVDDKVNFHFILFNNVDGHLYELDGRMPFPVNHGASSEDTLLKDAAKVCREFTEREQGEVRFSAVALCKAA
USP7 inh = blocks human USP7 ubiquitin-rhodamine cleavage; purified USP7, Ub-rhodamine cleavage fluorescence; inhibition, % at 20 µM; actives 0.3% (n = 47,000)
USP8 inh = human USP8 deubiquitinase inhibition | AID 1645853 | inhibition, % at 20 µM | actives 4.2% (n = 47,000) | purified USP8, Ub-rhodamine cleavage fluorescence, 30 min
USP28 inh = inhibitors of human USP28 deubiquitinase. purified USP28, Ub-rhodamine cleavage fluorescence, 30 min. inhibition, % at 25 µM. actives 3% (n = 47,000)
USP17 block = inhibitors of human USP17 deubiquitinase; purified USP17, Ub-rhodamine cleavage fluorescence, 3 h; inhibition, % at 50 µM; actives 6.5% (n = 47,000)
USP30 inh = blocks human USP30 ubiquitin-rhodamine cleavage. Q70CQ3. purified USP30, Ub-rhodamine cleavage fluorescence. inhibition, % at 25 µM. actives 5.3% (n = 47,000)
USP10 block = blocks human USP10 ubiquitin-rhodamine cleavage. Q14694. inhibition, % at 20 µM. actives 1.1% (n = 47,000). purified USP10, Ub-rhodamine fluorescence, 60 min. AID 1645856
Target sequence (Q14694 whole entry, looked up): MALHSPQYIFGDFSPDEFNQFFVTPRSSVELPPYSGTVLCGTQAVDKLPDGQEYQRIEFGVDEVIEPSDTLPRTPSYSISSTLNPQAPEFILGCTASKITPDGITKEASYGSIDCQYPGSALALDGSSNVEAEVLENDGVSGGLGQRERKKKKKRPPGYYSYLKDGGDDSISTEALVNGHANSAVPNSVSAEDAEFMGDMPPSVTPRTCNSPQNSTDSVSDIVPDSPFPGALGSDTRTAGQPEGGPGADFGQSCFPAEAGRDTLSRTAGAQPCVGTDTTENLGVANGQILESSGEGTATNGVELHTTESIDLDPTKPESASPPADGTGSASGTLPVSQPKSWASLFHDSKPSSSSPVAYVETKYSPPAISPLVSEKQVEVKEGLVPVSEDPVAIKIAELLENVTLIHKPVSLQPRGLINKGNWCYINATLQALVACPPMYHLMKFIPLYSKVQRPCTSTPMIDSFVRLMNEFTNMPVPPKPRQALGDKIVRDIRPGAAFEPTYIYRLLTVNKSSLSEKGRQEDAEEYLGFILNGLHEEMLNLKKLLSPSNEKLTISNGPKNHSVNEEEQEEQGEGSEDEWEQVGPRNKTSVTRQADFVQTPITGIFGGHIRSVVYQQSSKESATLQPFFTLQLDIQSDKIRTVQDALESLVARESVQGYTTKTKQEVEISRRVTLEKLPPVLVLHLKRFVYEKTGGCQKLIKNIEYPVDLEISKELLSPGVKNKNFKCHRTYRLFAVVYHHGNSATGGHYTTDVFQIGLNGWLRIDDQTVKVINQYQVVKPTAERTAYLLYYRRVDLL
OTUD3 block = blocks human OTUD3 ubiquitin-rhodamine cleavage; actives 0.7% (n = 47,000); inhibition, % at 25 µM; purified OTUD3, Ub-rhodamine fluorescence, 2 h; Q5T2D3; AID 1645858
An asterisk follows results filed as active; i = inactive; nt = no result given. Rule as the data show it: active = inhibition above about 30%; inactive = the rest.

Screens in order: USP17 block, OTUD3 block, USP30 inh, USP7 inh, USP8 inh, UCHL1 inh, USP28 inh, USP10 block
- Cc1nc(Nc2ccc(NC(=O)c3ccccc3F)cc2)cc(N(C)C)n1
    -15.1, 9.8, 0.6, 2.1, -155.1, 0.5, 13.8, -1.1
- Cc1ccc2c(c1)CN(S(C)(=O)=O)CC1(CCN(CC(=O)N3CCCCC3)CC1)O2
    -4.3, -1.3, -9.2, -4.8, 0.0, -0.7, -8.0, -0.9
- Cc1cc(NCC(=O)NCc2ccccc2)n2nc(-c3cccnc3)nc2n1
    -9.2, -6.2, -7.2, 2.0, 0.7, -1.3, -8.5, 4.6
- O=C(CCSCc1cccc(F)c1)NCCc1ccc(Cl)cc1
    13.9, 11.3, 36.8*, -6.4, 6.8, 4.8, 15.2, 9.2
- Cc1cc(C)c2[nH]c(=O)c(CN(CCCN3CCOCC3)C(=O)Nc3ccccc3)cc2c1
    -0.6, 0.1, 10.2, 2.1, 4.4, -3.5, -4.1, 1.1
- O=C1NC2(CCCCC2)N(C(=O)c2ccccc2F)C2=C1CCCC2
    -15.8, -8.6, -22.5, -0.8, 1.6, -3.7, -13.2, -1.1
- Cn1c(=O)c2c(ncn2CC(=O)Nc2ccc3c(c2)OCO3)n(C)c1=O
    -14.5, -3.7, -14.4, 3.5, -1.9, -2.7, -12.1, -2.4
- CCCN1CCN(Cc2nc3nc(C)cc(N4CCCC4)n3n2)CC1
    1.6, 11.0, 11.0, 0.6, 9.9, -0.2, 2.3, -2.7
- Nc1c(-c2nc(-c3ccccc3)cs2)nnn1-c1ccccc1
    7.6, 6.3, nt, -0.3, 2.9, 3.8, nt, 1.4
- Cc1nn(C)cc1CCC(=O)N1CCC[C@@H]2NC(=O)c3ccccc3OCCCCC[C@@H]21
    0.2, -0.4, -1.1, 0.2, 6.5, -2.1, -4.1, 2.1
- CC(=O)N1CCN(c2cc(-c3noc([C@@H]4CCCN4Cc4ccncc4)n3)ccn2)CC1
    -6.3, -8.4, -10.8, -2.0, 0.2, -1.3, -6.2, -1.6
- CC(C)CNC(=O)CN1CCC2(CCC1=O)NC(=O)c1ccccc1O2 (stereo not given)
    10.9, 15.2, 10.8, 5.5, 9.1, 3.0, 10.6, 0.8
- CS(=O)(=O)NCC(=O)N1CCCC2(C/C=C/Cc3ccccc3OCC(=O)NC2)C1 (stereo not given)
    7.3, 10.1, 19.0, 2.8, 17.8, 0.1, 8.6, -4.4
- CCN1C(=O)c2c(C(=O)N3CCOCC3)ncn2CC1(C)C(=O)NCc1ccc(F)cc1 (stereo not given)
    -2.5, 13.8, 27.7, 4.7, -15.8, -0.6, 7.8, 1.2
- COc1ccc(CN2CCC3(CC2)CN(C(C)=O)Cc2ccccc2O3)c(OC)c1
    -13.2, -6.8, -6.5, -4.3, -46.4, -0.9, -4.5, -0.5
- Cc1cccc(NC(=O)CSc2ncnc3c2sc2nc(N4CCOCC4)c4c(c23)CC(C)(C)OC4)c1
    0.0, 11.6, 10.4, 7.4, 0.5, 0.6, 2.2, -2.7
- COc1cc(C(=O)N(Cc2ccccc2)c2nc3ccccc3s2)cc(OC)c1OC
    -1.1, -6.2, -10.2, 4.9, -1.4, 2.6, 5.8, 5.1
- Cc1ccc(NS(=O)(=O)c2cc(C(=O)N3CCCCC3)n(C)c2C)cc1C
    -6.5, -1.8, -4.7, -3.5, -2.6, -2.7, -6.1, -1.6
- Cn1c(Sc2ncnc3c2cnn3-c2ccccc2)nnc1-c1ccccc1
    18.9, 8.1, 21.4, 8.7, 13.0, 2.6, 7.5, 1.0
- Cc1cc(CN2CCC(c3cc4c(ncn4C)c(N4CCOCC4)n3)CC2)no1
    -7.9, 21.2, 12.1, 2.7, -144.5, 2.7, 5.6, -0.8
- CC(=O)N1CCCCCC1C1CCN(c2nc3ccccc3o2)CC1 (stereo not given)
    -0.7, 11.0, 3.5, -1.8, 13.7, 1.9, 3.8, -0.1
- CN(C(=O)CC(=O)Nc1ccc2nc3n(c(=O)c2c1)CCCCC3)c1ccccc1Cl
    -19.8, 4.5, -8.9, 3.2, -91.6, 0.8, -1.6, -1.6
- O=S(=O)(NCc1cnc(C2CCCCO2)nc1)c1cccc(F)c1 (stereo not given)
    9.4, 10.7, 26.1, 3.0, 0.4, 1.7, 13.7, 1.9
- Cc1cn(C)c(C2CCCN2C(=O)c2ccc3n[nH]nc3c2)n1 (stereo not given)
    -6.2, -5.7, -7.2, 2.4, 2.2, -0.6, -5.2, -0.8
- N#Cc1cccc(C(=O)NC2(c3nc(-c4ccncc4)no3)CCCCC2)c1
    -13.7, -6.7, -19.2, -32.7, -9.4, -4.3, -5.0, 1.6
- CCn1ccc(C(=O)N2CCc3c(nc(-c4ccc(OC)cc4)[nH]c3=O)C2)n1
    2.1, -2.3, -31.6, -0.5, 0.5, -1.7, -5.9, 0.0
- CC1=C(C(=O)NCc2ccccc2Cl)C2(CCC(C)CC2)OC1=O (stereo not given)
    9.7, 0.0, 4.3, -38.6, 1.7, 4.4, 6.5, -0.1
- Cc1nc(NCc2ccc(Cl)cc2)cc(-c2cncc(-c3cccs3)c2)n1
    34.6*, -21.2, -69.9, nt, -1.3, 0.0, -22.6, -0.2
- COCCn1cnc2nnc3ccc(C(=O)NC4CCCC4)cc3c21
    0.6, -1.5, -9.5, -2.7, -2.1, -4.1, -9.2, 0.5
- COc1ccc(C(=O)N2CCN(Cc3cc(=O)c4ccccc4[nH]3)CC2)cc1
    -45.0, -26.6, -153.0, -10.5, -16.1, -13.8, -51.5, -9.8
- Cc1cc(=O)[nH]c2nnc(SCC(=O)c3ccccc3)n12
    8.2, 4.9, 10.9, nt, 4.3, 1.2, 7.0, -0.2
- c1cncc(-c2nnc3sc(C4COc5ccccc5O4)nn23)c1 (stereo not given)
    -6.4, -1.3, 1.9, -4.8, 2.5, -4.2, -2.1, 3.1
- Cc1c(CC(=O)NCCC(=O)O)c(=O)oc2cc(O)c(Cl)cc12
    -29.6, -22.9, -67.9, -15.8, -22.2, -17.7, -21.0, -10.7
- COc1cc2c(cc1OC)C(c1ccccc1)N(Cc1cc(C)no1)CC2 (stereo not given)
    4.5, 0.7, 5.9, 0.6, 9.7, -0.1, 5.7, -1.9
- Cc1cc2nc(NCCCN3CCCC3=O)c3ccccc3n2n1
    -16.7, -6.5, -0.7, -0.1, -17.2, -1.3, -12.0, 1.2
- CC(C)CNC(=O)C1Cn2ccnc2C2(CCN(C(=O)NC3CCCC3)CC2)O1 (stereo not given)
    0.0, 0.2, -8.5, 2.0, -9.5, -2.3, -3.8, -2.9
- COc1ccccc1Oc1ccc(NS(=O)(=O)c2ccccc2)cc1
    16.1, -3.0, 0.4, -7.0, 15.2, 3.5, 28.8, 14.3
- Cn1c(N)c(C(=O)CN2CCN(c3cccc(Cl)c3)CC2)c(=O)n(C)c1=O
    -12.2, -6.4, 1.4, -1.2, -6.5, -4.3, -4.8, -4.0
- CC(=O)Nc1ccc(-c2nc(Cn3cc(C)cn3)c(C)o2)cc1
    -9.0, 2.7, -39.9, -1.5, 8.7, -3.4, 33.4*, -2.1
- CC(C)(C)C(=O)Cn1c(=O)n(-c2ccc(CC(=O)NC3CCCC3)cc2)c(=O)c2ccccc21
    -17.4, -6.2, -54.5, -1.1, -20.5, -1.0, -15.2, 1.1
- Cc1cccc(NC(=O)N2CCC3(CC2)NC(=O)C(C)NC3=O)c1 (stereo not given)
    3.6, 2.0, -0.9, 2.9, 6.8, -1.8, -2.6, 1.9
- N#Cc1cccc(C(=O)N2CCc3cc(-c4ccno4)ccc32)c1
    -8.8, -8.8, -31.7, -11.5, -2.1, -1.8, -3.3, -0.6
- O=C1O/C(=C\C=C\CO)C=C1/C=C/CO
    -97.3, -50.4, -318.0, -130.2, -183.9, -34.9, -51.5, -6.7
- CC(C(=O)Nc1cnn(C)c1)N1CC2(CCOCC2)Oc2ccccc2C1=O (stereo not given)
    11.8, 2.0, 5.1, -1.6, -1.7, -5.8, -4.8, -0.1
- CC(C)Nc1ncnc2c1c(C(=O)NCCN1CCOCC1)c1ccccn12
    nt, -16.6, -54.6, -9.9, 9.0, -9.6, -15.7, -4.3

Results in USP8 inh and USP28 inh, for some of the entries so far:
Molecule	USP8 inh	USP28 inh
Cc1cn(C)c(C2CCCN2C(=O)c2ccc3n[nH]nc3c2)n1 (stereo not given)	2.2	-5.2
N#Cc1cccc(C(=O)NC2(c3nc(-c4ccncc4)no3)CCCCC2)c1	-9.4	-5.0
CCn1ccc(C(=O)N2CCc3c(nc(-c4ccc(OC)cc4)[nH]c3=O)C2)n1	0.5	-5.9

The listing continues.
Screens in order: USP17 block, OTUD3 block, USP30 inh, USP7 inh, USP8 inh, UCHL1 inh, USP28 inh, USP10 block
- COc1cn(CC(=O)Nc2cccc(F)c2)c(CSc2ccc(C)cc2)cc1=O
    -4.5, -13.7, -4.5, -21.5, -4.3, -4.4, -9.0, -6.3
- CC(=O)c1ccc(NC(=O)c2cc([N+](=O)[O-])ccc2N2CCCCC2)cc1
    -9.0, -0.3, 5.6, -7.8, -62.3, 2.6, 3.2, -1.4
- O=C1CC(c2ccco2)Cc2nc(NCC3CCCO3)ncc21 (stereo not given)
    0.2, -2.2, -30.9, -13.1, 25.4, 0.0, -3.3, -7.2
- Cc1ccc(N2C(=O)N(Cc3ccccc3F)S(=O)(=O)c3cccnc32)cc1
    -3.4, 2.8, -13.5, 0.1, -34.9, -0.3, 6.0, -0.8
- O=C(NC1CC1)c1ccn(-c2ccc3ccc(-c4cccnc4)cn23)n1
    -176.5, -175.6, i, -113.3, -190.3, -122.5, -235.6, -2.1
- CCOc1ccc2nc(NC(=O)CSc3nnc(C(CC)N(C)C)n3Cc3ccccc3)sc2c1 (stereo not given)
    -3.4, -13.0, -23.5, -1.2, -11.2, 3.9, -19.4, 2.9
- COc1cc(Cn2cnc3c([nH]c4ccc(Br)cc43)c2=O)cc(OC)c1
    26.0, 4.3, 57.3*, 5.2, 28.7, 5.7, 43.8*, 18.0
- CNC(=O)C1CN(C(=O)c2ccc(OC)cc2)CC12CCCC2 (stereo not given)
    -0.8, 54.7*, -0.1, 0.8, -0.1, 0.0, -2.2, 0.1
- O=C(Nc1cnn(Cc2c(Cl)cccc2Cl)c1)C(Sc1ccccc1)c1ccccc1 (stereo not given)
    -5.2, 1.6, 5.1, 9.8, -22.1, 4.4, -3.7, 10.2
- COc1ccc(F)cc1COc1nc(C)nc2ccccc12
    -9.1, -7.7, -6.0, -75.0, -7.9, -1.6, -13.4, 1.6
- Cc1ccc(-c2cc(CC3(C(=O)O)CCCN(C(=O)C4CCCC4)C3)on2)cc1 (stereo not given)
    19.6, 14.7, 29.1, 4.5, 18.2, 2.4, 13.3, 0.1
- CCc1nnc2n1CC(c1ccc(NC(=O)c3cnn(C)c3C)cc1)CC2 (stereo not given)
    -7.3, -0.6, -25.6, -5.6, -5.7, -7.6, -1.5, -0.1
- COC(=O)C1CN(C(=O)COc2ccccc2)c2ccccc2O1 (stereo not given)
    6.4, 3.3, 11.6, -0.1, 5.6, 1.0, 6.4, 1.0
- CCOc1ccc(-c2cc(C(=O)NCC(c3ccccc3)N3CCCC3)no2)cc1 (stereo not given)
    -64.9, -36.7, -383.4, -1.5, -0.4, -0.5, -48.4, -3.2
- Cc1cc(Nc2ccc3[nH]c(=O)[nH]c3c2)n2c(nc3ccccc32)c1C#N
    -32.7, -31.5, -129.7, -7.9, -266.3, -12.1, -47.9, -7.0
- CN(C)S(=O)(=O)N1CCCC(c2cc(-c3ccccc3)n[nH]2)C1 (stereo not given)
    5.2, 4.1, 16.0, -1.4, 17.4, -0.9, 5.5, -0.5
- COCCNC(=O)c1cnn2c(C)cc(C)nc12
    11.2, 8.5, 13.0, 2.6, 5.9, -0.2, 6.5, -0.3
- CN1CC2(COc3ccccc31)CN(S(=O)(=O)c1ccc3c(c1)OCO3)CCO2 (stereo not given)
    -2.8, -3.6, 2.2, -2.9, 4.7, 4.1, 0.4, 5.6
- COc1ccc(OC)c(NC(=O)[C@H]2C[C@H](C(C)C)N[C@]23C(=O)Nc2ccc(C)cc23)c1
    -0.3, 4.9, 9.7, -0.7, -17.7, 1.1, 6.9, -2.3
- O=C(c1ccnn1-c1ccc2ccc(-c3ccncc3)cn12)N1CCOCC1
    -64.4, -40.5, -221.2, -2.4, -93.1, -13.5, -44.4, -3.8
- O=C(c1cc(-c2ccncc2)n[nH]1)N1CCN(C(=O)c2cccc3[nH]ccc23)CC1
    6.5, 6.2, 13.9, 8.1, 17.0, 4.2, 8.1, -2.3

Pulled by structure from above:
Screens in order: USP17 block, OTUD3 block, USP30 inh, USP7 inh, USP8 inh, UCHL1 inh, USP28 inh, USP10 block
- COc1ccc(F)cc1COc1nc(C)nc2ccccc12
    -9.1, -7.7, -6.0, -75.0, -7.9, -1.6, -13.4, 1.6
- Cn1c(Sc2ncnc3c2cnn3-c2ccccc2)nnc1-c1ccccc1
    18.9, 8.1, 21.4, 8.7, 13.0, 2.6, 7.5, 1.0
- Cc1cccc(NC(=O)CSc2ncnc3c2sc2nc(N4CCOCC4)c4c(c23)CC(C)(C)OC4)c1
    0.0, 11.6, 10.4, 7.4, 0.5, 0.6, 2.2, -2.7
- CCOc1ccc(-c2cc(C(=O)NCC(c3ccccc3)N3CCCC3)no2)cc1 (stereo not given)
    -64.9, -36.7, -383.4, -1.5, -0.4, -0.5, -48.4, -3.2
